# iPSC survival up – increases survival of single human iPS cells. survival enhancement, % at 20 µM. hiPSC single-cell survival, ATPlite luminescence; 100% = ROCK inhibitor wells, 0% = DMSO. 360,000 compounds, 0.044% hits; in the data active = survival enhancement above about 18%;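 note: cells exposed to compounds for 16 hours before the ATP read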
# Shn3 3UTR inh – reduces Shn3 3'UTR luciferase signal in osteoblasts. Clone20 osteoblast Shn3 3'UTR firefly luciferase, 24 h. inhibition, % at 12.5 µM. 360,000 compounds, 0.52% hits;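 active = mean inhibition of at least 75% with every replicate also reaching 75%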;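 note: 0% = median of neutral control wells and 100% = pilot-screen positive control compound; some compounds past the cut are filed as inactive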
# MITF TRPM1 inh – inhibitors of MITF-driven TRPM1 promoter in melanoma cells. SK-MEL-5 TRPM1 promoter luciferase, 24 h. inhibition, % at 12.5 µM. 330,000 compounds, 0.83% hits. AID 488899;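 active = mean inhibition across replicates of 60% or more, whatever share of single replicates reaches that level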; note: values of inactives mirror those of a sister screen read the other way
# aDG glyco act – increases alpha dystroglycan glycosylation | Pro5-aDG cells, alpha-DG glycosylation AlphaScreen (IIH6); 0% Pro5, 100% B10-LARGE cell signal | activation, % at 10 µM | 360,000 compounds, 0.22% hits | AID 624168;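 active = activation of at least 8% versus controls, or a plate z-score of at least 8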;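 note: Pro5 are CHO cells carrying HIG-tagged alpha-DG that lacks glycosylation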
# Peg3 promoter – reduces Peg3 promoter-driven luciferase expression in HeLa | HeLa PEG-Prom luciferase reporter, luminescence, overnight | inhibition, % at 20 µM | 360,000 compounds, 1.7% hits | AID 588405;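 active = inhibition of at least 50% at 20 µM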
# CF NFkB inh – inhibitors of cystic fibrosis induced NF-kB; KKLEB NF-kB-GFP reporter, PAF-induced, GFP fluorescence overnight; inhibition, % at 5 µM; 360,000 compounds, 0.86% hits; AID 588850;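 active = at least 50% inhibition at 5 µM, scaled per plate between neutral and stimulator controls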;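 note: PAF is a Pseudomonas aeruginosa culture filtrate used as stimulus; plate controls were PAF-stimulated DMSO wells for no effect and unstimulated DMSO wells for full effect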
# TWEAK Fn14 block – inhibitors of TWEAK-Fn14 interaction signaling; TWEAK-stimulated Fn14 reporter cells, luciferase luminescence, 8 h; inhibition, % at 10 µM; 360,000 compounds, 2% hits; AID 1159606; in the data active = inhibition above about 50%
# NR2E3 ag-1 – activates human photoreceptor nuclear receptor NR2E3; AID 2300; 320,000 compounds, 0.12% hits; GST-NR2E3/biotin-RetCOR TR-FRET, 1536-well; Q9Y5X4; inhibition of corepressor binding, % at 4.78 µM;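 active = percent inhibition above the cutoff of mean plus 3 SD of all tested compounds, set per screening campaign, cut at about 20% in these data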;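 note: 0% = DMSO wells and 100% = biotin wells as full block of FRET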
# Target sequence (Q9Y5X4 whole entry, looked up): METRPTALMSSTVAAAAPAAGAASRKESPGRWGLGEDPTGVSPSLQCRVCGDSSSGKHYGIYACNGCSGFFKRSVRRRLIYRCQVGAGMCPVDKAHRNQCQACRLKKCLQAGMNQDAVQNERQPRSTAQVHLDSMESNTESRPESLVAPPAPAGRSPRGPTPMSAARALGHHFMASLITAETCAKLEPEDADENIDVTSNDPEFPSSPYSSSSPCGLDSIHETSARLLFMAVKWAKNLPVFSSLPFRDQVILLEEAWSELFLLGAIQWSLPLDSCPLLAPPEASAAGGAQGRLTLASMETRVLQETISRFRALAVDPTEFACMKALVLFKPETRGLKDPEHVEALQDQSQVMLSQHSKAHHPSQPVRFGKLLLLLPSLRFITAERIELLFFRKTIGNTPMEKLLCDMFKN
#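 Material – GST-tagged NR2E3 plus biotinylated RetCOR corepressor · Quantity – NR2E3 fusion 1.35 nM · Times – 5 h incubation at 4 °C · Medium – pH 7.5 Tris-based buffer · Technique – TR-FRET, Eu(K)-anti-GST donor, streptavidin-D2 acceptor, ex 340, em 617/671 nm · Benchmarks – high control biotin, low control 0.6% DMSO · Format – 1536-well plates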
# NR2E3 ag-2 – human photoreceptor-specific nuclear receptor agonism; Q9Y5X4; CHO-S Gal4-NCOR/VP16-NR2E3 two-hybrid, luciferase; inhibition of corepressor binding, % at 3.98 µM; 360,000 compounds, 0.35% hits; AID 602229;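 active = inhibition above the mean of all tested compounds plus 3 SD, cut at about 70% in these data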;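 note: 0% = DMSO with NR2E3 transfected cells and 100% = cells lacking NR2E3 construct; higher means lower luciferase signal from less NR2E3 corepressor binding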
# HIF-2a inh – inhibitors of HIF-2a | 786-0 RCC cells HIF-2a reporter, luciferase luminescence, overnight | inhibition, % at 18.8 µM | 360,000 compounds, 0.72% hits;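 active = inhibition of the luminescence signal of 40% or more relative to plate controls, in a single-dose primary screen at 18.75 µM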
# KKLEB tox – CF airway cell cytotoxicity counter-screen | activity change (cytotoxicity), % at 5 µM | KKLEB CF airway cells viability, ATPlite luminescence, overnight; stronger effect = lower value; cells stimulated with P. aeruginosa culture filtrate | 360,000 compounds, 0.36% hits | AID 602141;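 active = corrected activity change at or below -50% at 5 µM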
# The depositor's hits bear a star; x = no result given.
SMILES,iPSC survival up,Shn3 3UTR inh,MITF TRPM1 inh,aDG glyco act,Peg3 promoter,CF NFkB inh,TWEAK Fn14 block,NR2E3 ag-1,NR2E3 ag-2,HIF-2a inh,KKLEB tox
N#Cc1c(NC(=O)c2ccc(Cn3cc(Br)cn3)o2)sc2c1CCCCCC2,-1.2,-9,9,0.1,2,-2,1,-1,-24,-42,5
COc1ccc(C(=O)COC(=O)c2cc([N+](=O)[O-])ccc2N2CCOCC2)c(OC)c1,0.8,2,-9,1.6,31,5,-66,-3,16,-3,6
CCOC(=O)C1=C(C)N(CCC(=O)O)C(=O)NC1c1ccccc1Cl (stereo not drawn),-2.8,-14,-5,0.2,-12,-9,-4,0,-14,17,-8
COc1ccc(-c2cc(C(=O)Nc3c(C)n(C)n(-c4ccccc4)c3=O)no2)cc1,-0.8,x,0,-0.2,3,-13,10,-3,20,8,15
CC(=O)Nc1nc(SCc2cccc3ccccc23)n[nH]1,0.2,-8,3,-0.2,10,1,4,-3,-20,-5,0
Nc1nnc(CCOc2ccc(Cl)cc2)s1,3.3,4,-4,-0.1,2,-15,6,2,10,-16,20
N/C(=N\NC(=O)c1cccs1)c1cc2cc(Cl)ccc2oc1=O,1.9,1,-1,-0.1,-12,0,0,-4,-28,-6,3
NC(=O)c1ccc(NC(=O)CN2CCN(S(=O)(=O)c3ccc4ccccc4c3)CC2)cc1,0.2,3,-6,-0.2,-4,1,-23,4,-7,1,-1
COc1ccc(NC(=O)C(F)(OC)C(F)(F)F)c(OC)c1 (stereo not drawn),-1.7,5,4,-0.1,10,25,21,0,17,-23,-2
CCc1nnc(NC(=O)CSc2nc(C)cs2)s1,0.2,-9,0,-0.1,-4,-2,17,1,10,-6,1
C=CCCCN(Cc1ccccc1)S(=O)(=O)c1ccccc1Br,-2.0,7,3,0.7,13,12,-9,-1,9,13,0
O=C(NCCS(=O)(=O)N1CCN(c2ccccc2)CC1)C1CC(=O)N(c2ccccc2)C1 (stereo not drawn),-0.5,-9,-1,0.0,5,-5,-1,0,1,1,-10
CC1=C(C(=O)N2CCOCC2)C(c2cc(C)ccc2C)NC(=S)N1 (stereo not drawn),1.2,9,8,0.3,-1,2,4,3,-7,15,-6
O=C(Nc1ccncc1)c1ccc(C(=O)Nc2ccncc2)cc1,3.3,4,-11,0.1,-7,-1,-1,3,-18,9,3
O=C(COc1ccc(Cl)cc1Cl)N/N=C/c1cccnc1,-0.3,-1,-9,0.0,10,5,17,1,-22,-6,-2

# Single records, from the list above. Order of values: iPSC survival up	Shn3 3UTR inh	MITF TRPM1 inh	aDG glyco act	Peg3 promoter	CF NFkB inh	TWEAK Fn14 block	NR2E3 ag-1	NR2E3 ag-2	HIF-2a inh	KKLEB tox
# Results for N#Cc1c(NC(=O)c2ccc(Cn3cc(Br)cn3)o2)sc2c1CCCCCC2 → -1.2	-9	9	0.1	2	-2	1	-1	-24	-42	5
# Results for N/C(=N\NC(=O)c1cccs1)c1cc2cc(Cl)ccc2oc1=O → 1.9	1	-1	-0.1	-12	0	0	-4	-28	-6	3

# Next section.
SMILES,iPSC survival up,Shn3 3UTR inh,MITF TRPM1 inh,aDG glyco act,Peg3 promoter,CF NFkB inh,TWEAK Fn14 block,NR2E3 ag-1,NR2E3 ag-2,HIF-2a inh,KKLEB tox
O=C(N/N=C/c1cccnc1)c1ccc(NC(=O)c2cccc(Cl)c2)cc1,0.3,-12,-4,0.0,-34,5,-16,4,-5,-16,2
c1ccc(Nc2c3c(nc4ccccc24)CCC3)cc1,1.0,12,-7,4.7,26,-12,6,4,-10,23,-10
CCOC(=O)c1c(NC(=O)COC(=O)c2cnc(C)cn2)sc(C(=O)N(C)C)c1C,-0.2,10,0,0.4,-1,7,-18,0,-13,2,-12
Cc1coc2c(C)c3oc(=O)c(CCC(=O)NCc4ccccn4)c(C)c3cc12,-2.8,14,4,-0.1,3,1,-25,2,-67,-11,-16
Cc1c(C(=O)Nc2nonc2-c2ccc(F)cc2)oc2ccc(F)cc12,1.6,9,11,0.3,39,17,79*,0,4,-7,-17
O=C1NCCN1Cc1cccc(Cl)c1,-0.7,3,-11,-0.4,12,1,-7,4,-2,25,13
CCN(CC)c1ccc(/C=N/NC(=O)c2cccc(S(=O)(=O)N3CCOCC3)c2)c(O)c1,-0.6,89*,82*,-0.1,38,4,-2,1,-41,10,-17
CN1C=CC=C/C1=C1/SC(=S)N(Cc2ccccc2)C1=O,0.0,-16,-10,-0.3,17,-11,5,-1,-4,20,4
O=C(CCc1ccccc1)N/N=C\C1CC=CCC1 (stereo not drawn),-0.3,7,-4,0.2,4,-4,-13,2,-6,6,6
C=CCOC(=O)C1=C[C@H](c2cn(C(C)=O)c3ccccc23)C[C@H](OCCCCO)O1,2.3,10,12,0.3,1,-6,-2,-1,-17,7,-1
CCNC(=O)NC(=O)COC(=O)CCCSc1nc2ccccc2s1,-1.5,-21,1,-0.2,-10,11,37,0,40,60*,-1
CCOC(=O)CN1CCC(C2(c3cc4ccccc4[nH]3)OCCO2)CC1,-1.1,7,x,-0.1,-6,-6,7,x,-20,4,9
O=c1c(-c2ccc(O)cc2O)coc2cc(O)cc(O)c12,-2.1,1,-4,0.5,-57,5,-26,-2,-29,-44,2
CCOCCCn1c(SCC(=O)Nc2cccc(S(=O)(=O)NC3=NCCCCC3)c2)nc2ccccc2c1=O,-0.1,22,-2,-0.1,29,-17,5,0,-14,12,13
CC(/C=C/c1ccccc1)=N/NC(=O)CNC(=O)c1ccccc1F,-3.9,-19,2,0.0,-6,10,15,-2,-2,6,-3
CCOC(=O)Cn1c(=O)oc2cc(S(=O)(=O)N(C)c3ccc(OC)cc3)ccc21,-0.4,1,8,-0.3,1,-4,-6,-3,-21,12,-10
O=c1[nH]c(SCc2ccccc2Cl)nc2c1cnn2-c1ccccc1,-1.2,-13,-3,0.1,36,24,-6,-1,0,12,-8
C=CCCC(=O)N1CCC(n2nccc2NC(=O)c2ccccc2C)CC1,0.1,15,-4,-0.3,7,3,5,4,9,0,8
Cc1ccc(NC(=O)c2ccc([N+](=O)[O-])o2)cc1C,-2.7,50,22,0.9,97*,82*,11,1,34,-17,-63*
CN(C)c1ccc(-c2ccnc3c2CC(C)(C(=O)Nc2ccc(Cl)cc2)O3)cc1 (stereo not drawn),-2.4,18,x,-0.3,26,11,19,x,-16,11,-8
Cc1onc(-c2ccccc2)c1C(=O)NNC(=O)c1ccccc1,-0.5,-1,2,-0.2,-2,7,-2,1,4,7,-2
Cn1c(-c2ccc3c(c2)OCO3)cnc1NCc1cccc(O)c1,-0.6,10,-31,0.4,-57,-3,-1,2,0,-58,-10
CN(C)CCNC(=S)Nc1ccc(-c2nc3ccccc3[nH]2)cc1,-0.3,-45,-51,0.8,-204,-5,22,-7,-50,-203,-2
CCCNC(=O)COC(=O)/C=C/c1ccc2c(c1)OCO2,1.6,-14,-1,0.1,-3,-6,-2,1,-21,0,-6
CCN(CC)S(=O)(=O)c1cccc(NC(=O)COC(=O)CNC(=O)c2cccc(F)c2)c1,-0.5,4,-17,-0.2,1,0,-11,4,-7,6,2
CCOc1ccc(CCNC(=O)c2ccc(C)c(NC3=NC4CS(=O)(=O)CC4S3)c2)cc1 (stereo not drawn),1.6,4,2,0.1,8,-31,0,1,-43,10,26
NS(=O)(=O)c1ccc(N2C(=O)C3CC=CCC3C2=O)cc1 (stereo not drawn),5.4,51,x,0.0,10,16,8,3,5,11,1
CCc1nc2ccc(C(=O)Nc3cc(-c4ccccc4)ccc3OC)cn2c1N(CCN(C)C)CC1CC1,-3.8,-3,x,0.3,98*,-4,-4,x,8,82*,-20
CC(C)c1nnc(NC(=O)c2ccc3c(c2)OCO3)s1,-2.4,-23,-2,0.1,20,5,73*,-2,-140,-20,-16
O=C(O)CCC(=O)NC(c1ccccc1)c1ccccc1,0.0,3,1,0.1,18,-12,-12,0,-8,14,10
C#CCSc1nc(-c2ccccc2)cc(C(F)(F)F)c1C#N,1.2,-4,19,0.0,2,-3,6,-1,-5,12,-2
CCCc1nc2ccccc2c(=O)n1/N=C/c1ccc(O)c(O)c1,0.8,13,13,0.0,7,-4,-13,0,2,16,2
O=C(CCc1ccc(S(=O)(=O)N2CCOCC2)cc1)NCCCN1CCCC1=O,-0.1,13,5,-0.1,15,-27,3,-3,-8,6,1
CCOc1ccc(NC(=O)C2CCC(N3C(=O)C4CC=CCC4C3=O)CC2)cc1 (stereo not drawn),15,6,5,0.0,2,14,-36,11,1,1,-8
O=C(COC(=O)c1ccc(C(F)(F)F)cc1)Nc1cccc(S(=O)(=O)N2CCCCC2)c1,-0.1,-1,6,-0.1,3,-9,15,3,22,6,-2
O=C(NCC1CC1)C1(C(F)(F)F)CC(CCCO)CCCO1 (stereo not drawn),-2.1,-27,-4,-0.4,-6,-10,-10,-2,-12,4,16
C[C@@H]1CN([C@H](C)CO)S(=O)(=O)c2ccc(C#Cc3cccc(F)c3)cc2O[C@@H]1CN(C)C(=O)CN1CCOCC1,-2.0,-7,x,0.0,1,9,8,x,-13,8,-5
O=C(c1ccncc1)N1CCCC(N2CCN(c3cccc(C(F)(F)F)c3)CC2)C1 (stereo not drawn),0.5,13,10,0.1,9,-54,-6,3,1,11,4
O=S1(=O)[C@H]2CC3O[C@]2(C[C@@H]3c2ccc(F)cc2)CN1Cc1ccc(Cl)cc1,-3.4,-2,10,0.3,15,2,7,3,-16,4,-15
COc1ccc(OCC(=O)N/N=C2\CCCc3ccccc32)cc1,2.4,-32,4,-0.1,0,-4,33,0,-1,-27,15
CCc1ccccc1N(C)C(=O)CCc1nc(-c2ccc(C)cc2)no1,-3.1,21,0,0.5,23,4,9,-1,-12,14,0
Cc1ccccc1N=Cc1cc2c(cc1O)OC(N)=C(C#N)C2c1ccccc1 (stereo not drawn),-0.8,-10,52,0.5,-5,24,12,12,9,19,9
Cc1ccc(NC(=O)[C@@H]2CCCN2S(=O)(=O)c2ccc(Cl)cc2)cc1,-2.2,28,-11,0.0,9,5,13,x,-12,3,-3
CC(O)(c1cccnc1)c1nc(-c2ccc3c(c2)OCO3)cs1 (stereo not drawn),4.2,-12,x,0.4,-26,-3,-21,x,-15,-29,4
Cc1cc(Br)ccc1N=C1C(=O)Nc2ccccc21,-0.4,-2,9,0.3,4,-3,-4,5,-11,16,1
C=CCn1c(SCC(=O)Nc2cc(C)on2)nc2sc(C)c(C)c2c1=O,1.2,13,8,0.3,33,35,-12,-3,1,28,-27
CCOC(=O)[C@]12CCC=C1N(Cc1ccco1)C(=O)[C@H](CC(=O)NCCCOC)C2,-0.4,x,x,0.0,x,x,17,x,-1,7,x
O=C(COC(=O)C12CC3CC(CC(O)(C3)C1)C2)Nc1ccc(Cl)cc1F,-0.2,-115,-88,-0.4,-265,15,36,0,9,-213,-4
C[C@@H](O)C1NC(=O)[C@H](CCCCN)NC(=O)c2cc([N+](=O)[O-])cc(I)c2NCCC[C@@H](C(N)=O)NC1=O (stereo partly drawn),-2.6,-10,-1,-0.1,-2,6,-9,2,8,-3,3

# Screens from PubChem BioAssay.

# Compounds as they come; overall some 4.4% were active at least once.
